TcdB inh: TcdB glycohydrolase inhibition | P18177 | TcdB glycohydrolase enzymatic assay, plate reader | inhibition, % at 9.99 µM | actives 0.24% (n = 350,000); in the data active means inhibition above about 10%
DUSP3 inh: blocks human VHR1 dual specificity phosphatase; actives 0.52% (n = 290,000); recombinant VHR phosphatase, pNPP absorbance; inhibition, % at 13.3 µM; P51452; in the data active means inhibition above about 50%; further: some compounds called inactive have numbers as strong as hits
Target sequence (P51452 whole entry, looked up): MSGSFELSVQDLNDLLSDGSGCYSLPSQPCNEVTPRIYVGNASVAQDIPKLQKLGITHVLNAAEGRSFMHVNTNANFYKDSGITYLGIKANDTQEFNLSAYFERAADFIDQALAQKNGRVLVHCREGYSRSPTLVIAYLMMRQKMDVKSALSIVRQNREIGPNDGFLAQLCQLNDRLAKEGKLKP
MazEF act: MazEF (E. coli) toxin RNase activation. P0AE70. FAM/BHQ RNA-DNA oligo cleavage fluorescence, 5 h. activation, % at 20 µM. actives 0.32% (n = 350,000). AID 504720; in the data active means activation above about 50%
Target sequence (P0AE70 whole entry, looked up): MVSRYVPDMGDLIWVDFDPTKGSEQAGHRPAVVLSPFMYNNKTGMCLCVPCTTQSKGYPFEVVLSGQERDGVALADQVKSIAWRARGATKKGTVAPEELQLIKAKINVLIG
PfHsp40 yeast: restores yeast growth despite PfHsp40 toxicity; actives 0.68% (n = 340,000); S. cerevisiae expressing PfHsp40, growth rescue, ATP luminescence; growth rescue, % at 12.5 µM; AID 504582; in the data active means growth rescue above about 28%, passing the limit was not always enough; inconclusive means no clear call, values can overlap the other calls;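 further: yeast W303a lacking pdr1 and pdr3 grown in galactose medium; growth measured after three days at 30 °C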
BH1578 lux ind: induces V. cholerae light production without autoinducers. V. cholerae BH1578 lux reporter, luminescence, 6 h. actives 0.16% (n = 350,000). activation, % at 18.7 µM; in the data active means activation mostly above about 9.7%, no sharp cut-off; inconclusive means no clear call, values can overlap the other calls; inactive means mostly below about 3.7%; further: not every result past the cut was called active; inactives centre near 0; reference of the scale not given here
Y pestis TopoI: inhibitors of Yersinia pestis topoisomerase I; Y. pestis Topo-I cleavage product accumulation, plate reader; activity, % at 10 µM; actives 0.064% (n = 360,000); AID 504884; in the data active means activity above about 50%, passing the limit was not always enough; inconclusive means no clear call, values can overlap the other calls; further: inactives centre near 2
Anthrax LF inh2: blocks Bacillus anthracis lethal factor protease; AID 588501; multiplex microsphere protease cleavage assay, LF; inhibition, % at 10 µM; actives 0.12% (n = 360,000); P15917; in the data active means inhibition above about 30%; inconclusive means no clear call, values can overlap the other calls; further: plate controls were buffer without enzyme for full effect and enzyme alone for no effect
SSB-PriA inh: K. pneumoniae PriA-SSBct interaction inhibition | AlphaScreen SSBct-PriA binding, biotinylated peptide | inhibition, % at 33 µM | actives 0.6% (n = 430,000); in the data active means inhibition mostly above about 37%, no sharp cut-off; inactive means mostly below about 20%;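 further: plate controls were negative control peptide for no effect and reference peptide for full effect; strong numbers were not always called active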
Rv3671c inh: inhibits the M. tuberculosis serine protease Rv3671c; inhibition, % at 5.96 µM; AID 2606; actives 0.048% (n = 320,000); in the data active means inhibition above about 38%;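 further: extracellular domain of Rv3671c used as enzyme; 0% = enzyme with DMSO and 100% = no enzyme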
Target sequence (P9WHR9 whole entry, looked up, the tested form may be a part): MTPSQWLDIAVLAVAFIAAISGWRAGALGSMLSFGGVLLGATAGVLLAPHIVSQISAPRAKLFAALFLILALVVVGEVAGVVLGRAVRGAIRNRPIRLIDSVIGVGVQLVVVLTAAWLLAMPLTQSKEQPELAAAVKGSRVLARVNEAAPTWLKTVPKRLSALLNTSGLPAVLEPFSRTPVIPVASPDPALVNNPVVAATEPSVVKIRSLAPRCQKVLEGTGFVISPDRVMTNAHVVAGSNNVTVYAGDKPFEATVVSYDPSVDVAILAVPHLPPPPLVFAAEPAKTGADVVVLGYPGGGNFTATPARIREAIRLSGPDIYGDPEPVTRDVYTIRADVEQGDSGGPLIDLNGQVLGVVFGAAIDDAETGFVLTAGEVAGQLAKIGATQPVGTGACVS
SARS 3CLpro inh: SARS-CoV 3CLpro protease inhibition; recombinant SARS-CoV 3CLpro, quenched FRET peptide cleavage; P0C6X7; actives 0.14% (n = 290,000); inhibition, % at 6 µM; in the data active means inhibition above about 12%
The depositor's hits bear a star; i = inactive; u = inconclusive; x = not tested or not shown; & = joins results of further samples. This is a subset. The share of hits here may be higher or lower than overall.

Results follow in this order: SSB-PriA inh, Rv3671c inh, Anthrax LF inh2, Y pestis TopoI, TcdB inh, PfHsp40 yeast, BH1578 lux ind, MazEF act, SARS 3CLpro inh, DUSP3 inh
- Cc1c(O[C@@H]2O[C@H](CO)[C@@H](O)[C@H](O)[C@H]2O)c(CO)c(O[C@@H]2O[C@H](CO)[C@@H](O)[C@H](O)[C@H]2O)c2c1O[C@@H](c1ccccc1)C[C@@H]2O
→ -7, 10, -6, 11, 3.1, -0.8, i, -2, x, x
- COCCN1CC(=O)N2C(c3cccc(C)c3)c3[nH]c4ccccc4c3C[C@H]2C1=O (stereo partly specified)
→ 2, 6, -2, -6, 1.4, -1.5, i, 4, 4, 31
- O=C1NC(=O)N(CCC2=CCCCC2)C(=O)/C1=C/c1cccs1
→ 5, -36, u, -1, 2.8, x, -0.4, -5, 2, 16
- O=S(=O)(c1ccc(-c2cnc(C3CC3)o2)cc1)N1CCN(c2ccccc2)CC1
→ 3, -2, 0, 23, 0.1, -1.4, -2.0, -1, 2, 2
- COc1ccc(C2CC(=O)C=C(O)C2)cc1 (stereo unspecified)
→ -4, -11, -2, 7, 0.5, -0.8, -0.3, 7, 5, 36
- COc1ccc(C(=O)C2CCCN(Cc3ccc(C)s3)C2)cc1OC (stereo unspecified)
→ 5, 5, -3, 5, 1.3, 0.2, -0.3, 1, 1, 39
- CCOC(=O)C1CCCN(C(=O)c2cccc(S(=O)(=O)N3CCOCC3)c2)C1 (stereo unspecified)
→ -5, -8, -3, 1, 0.3, 1.1, -0.4, -9, 1, 22
- Cc1nc2ccccc2c(=O)n1Nc1cccc(Cl)c1
→ -2, 1, 0, -8, x, -0.3, i, -2, 3, 4
- COc1ccc(C(=O)NC(CCSC)C(=O)NCc2nnc3ccccn23)cc1 (stereo unspecified)
→ 1, x, -2, -3, 2.1, -1.0, -1.2, 0, x, x
- C/C(COc1ccccc1)=N\NC(=O)c1nnn(-c2nonc2N)c1CSc1ccccc1
→ x, -23, -1, -5, 1.3, -0.8, -0.2, 8, -3, 20
- COc1ccc(C(=O)Cn2c(NCCO)nc3ccccc32)cc1
→ -21, 7, 0, -14, 0.8, 0.5, i, -21, -1, 23
- CC12CN3CCN(CC(C3)/C1=N/NC(=O)Nc1ccccc1)C2
→ x, 2, -3, -2, 0.7, -0.3, -0.3, -1, -6, 4
- Cc1ccccc1NCC(=O)N/N=C/C(Br)=C/c1ccccc1
→ x, 4, -7, -8, x, -0.3, 0.9, -4, 10, -17
- CN(C)C1(CNC(=O)C2CCC(=O)N(Cc3ccc(Cl)cc3)C2)CCCCC1 (stereo unspecified)
→ 6, -15, x, -6, -0.7, -1.2, -0.2, 4, 6, 18
- CC(=O)Nc1ccc(NC(=O)C(C)OC(=O)CCCOc2ccc(Cl)cc2C)cc1 (stereo unspecified)
→ -23, -5, x, 5, 1.6, -0.4, i, 4, x, x
- N#Cc1cccc(NC(=O)c2cc(C3CCCCN3C(=O)CCCc3ccccc3)on2)c1 (stereo unspecified)
→ x, x, 0, 28, 2.2, x, -0.4, x, x, x
- O=C(O)[C@]1(S(=O)(=O)c2ccccc2)C[C@@H]2ON=C(c3cccc(Br)c3)[C@@H]2C1
→ -27, 3, -5, 4, -0.9, -0.5, -1.3, 2, 6, 1
- O=[N+]([O-])C(=C1Nc2ccccc2N1)C(Cl)=C(Cl)Cl
→ -5, -3, 1, 1, -1.9, -0.9, -0.4, -27, -3, 16
- O=C(OCC#CCSc1nc2ccccc2s1)c1ccco1
→ -68, -2, 0, 26, x, -1.0, i, 4, 4, 8
- COc1cccc(CC2(CO)CCCN(Cc3cc4ccccc4[nH]3)C2)c1 (stereo unspecified)
→ 10, -9, -2, -24, 0.4, -0.3, i, -2, 0, 31
- COc1ccc(NC(=S)N2CCc3ccccc32)cc1OC
→ -5, -12, -5, -7, -1.0, 0.3, -0.8, -6, -7, 40
- O=C(Nc1cc(Cl)ccc1-n1cncn1)c1cn2ccccc2n1
→ 0, -2, -2, 1, 0.6, -2.4, -0.7, -12, x, x
- Cc1cc(OC(C)C(=O)Nc2cccnc2)ccc1Cl (stereo unspecified)
→ -1, -2, 0, 7, -0.6, -1.2, i, 10, -2, 4
- Cn1c(=O)c2c(nc(NCc3ccccc3)n2CC(=O)NCc2ccccc2)n(C)c1=O
→ -1, -2, 0, 1, x, 0.4, -12, -4, 6, -8
- COc1cc(C2NC(=O)NC(C)=C2C(C)=O)cc(OC)c1OC (stereo unspecified)
→ -2, -1, 0, -8, 0.9, 0.5, -1.1, -6, 4, -18
- CCCSCCCNC(=O)c1ccc(NC(=O)C2=CSCCO2)cc1
→ 4, -6, 12, 13, -8.6, 20, -0.3, -2, -1, -6
- CCc1ccc(NS(=O)(=O)c2cccc3nsnc23)cc1
→ 6, 2, -1, -1, 0.5, -0.2, i, 0, -1, 10
- CCCCc1c(C)c2ccc(OCC(C)=O)cc2oc1=O
→ 6, 0, -8, 4, x, 2.4, i, 3, 4, -19
- Cc1cc(NC(=O)COC(=O)C(Nc2ccc(C(F)(F)F)cc2Cl)C(C)C)no1 (stereo unspecified)
→ -21, -25, -1, 13, x, -0.5, -4.3, -1, 14*, -10
- COc1cc(C(=O)N2C[C@H]3C[C@@H](C2)c2cccc(=O)n2C3)cc(OC)c1OC
→ x, -2, 1, 0, 0.9, -0.5, -0.3, 2, 4, 25
- COC(=O)c1cncc(O)c1
→ -4, 5, -5, 1, -4.4, -0.2, x, -3, -1, 34
- CCSc1ncc(Cl)c(C(=O)Nc2ccccc2)n1
→ -3, -7, -3, 6, x, 1.0, -0.2, -5, -5, -9
- COc1cc(SC)ccc1C(=O)N(Cc1ccccc1)c1ccccc1
→ -6, -2, 1, -4, 0.3, -1.1, 0.8, -17, 5, -33
- Nc1c(Nc2ccccc2)c2ccccc2oc1=O
→ 9, 3, 3, 5, x, 0.7, i, 9, -1, 3
- c1ccc(Oc2cc(-c3ccccc3)ncn2)cc1
→ -28, -2, 0, 1, x, -1.2, i, -16, 0, 20
- Cc1ccc(S(=O)(=O)NCCS(=O)(=O)N2CCN(c3ccc(F)cc3)CC2)cc1
→ 5&-2, -4, -2, 14, 0.2, 1.4, -1.6, 6, x, x
- CC(=NCc1ccccc1)c1ccc(O)cc1O
→ x, x, -4, 5, 0.7, x, i, -8, x, x
- N#CCSc1nnc(-c2ccccc2)c(-c2ccccc2)n1
→ 4, 1, -3, 10, x, 0.8, i, -5, -7, 21
- COCCNC(=O)/C(C#N)=C/C(C)=C/c1ccccc1
→ -5, 8, 0, -1, 0.0, 0.5, -0.2, 3, -5, -8
- Cc1cc(C)cc(N2C(=O)C3CCCN3C2=S)c1 (stereo unspecified)
→ -3, 12, -2, -3, -7.0, -2.8, -1.4, 4, 4, -8
- Cn1c(=O)c(C(=O)CN2CCN(Cc3ccc4c(c3)OCO4)CC2)c(N)n(Cc2ccccc2)c1=O
→ 3, 14, -6, 14, 1.8, 7.0, i, 8, -1, 13
- Cc1ccsc1C(=O)OCC(=O)N(C)c1c(N)n(Cc2ccccc2)c(=O)[nH]c1=O
→ -11, -10, -5, 11, 0.9, -3.5, -5.9, 1, x, x
- COc1ccc(CCNc2ncnc3sccc23)cc1OC
→ -4, 2, -2, 2, 0.7, -1.1, -0.3, -1, 5, 26
- OCCN1CCN(CC(O)COc2ccc3c(c2)OCO3)CC1 (stereo unspecified)
→ 5, 3, -1, -5, x, -0.8, -0.1, 2, 1, 10
- COc1cccc(CNC(=O)C2CC(=O)N(C3CCCCCCC3)C2)c1 (stereo unspecified)
→ 5, 11, -1, 5, 1.2, -0.2, 0.2, 4, -4, -14
- Cc1cccc(NC(=S)N(C)Cc2cn(C)c3ccccc23)c1
→ 21, 2, 0, 1, 2.1, -0.3, -0.5, -7, -2, -1
- O=C(CSc1nc(=O)n2ccccc2n1)OCc1ccccc1
→ -11&-13, -3, u, 2, 3.1, 1.1, 1.0, 5, x, x
- CC(=O)Nc1cccc(NC(=O)c2ccc3c(c2)CCN3S(C)(=O)=O)c1
→ -7, 2, 24, 6, 2.6, 0.2, 1.9, -12, 1, -8
- CN(C)S(=O)(=O)c1ccc(Nc2nc(C3CC3)nc3c2nnn3Cc2ccccc2Cl)cc1
→ -8, -20, 0, 21, x, -1.1, -0.2, -10, 4, 38
- CCOC(=O)C1(Cc2cccc(OC)c2)CCCN(Cc2cc(OC)c(O)c(OC)c2)C1 (stereo unspecified)
→ 2, -7, 0, 27, -0.3, -1.4, 2.7, -4, -2, 19

(next part)
Results follow in this order: SSB-PriA inh, Rv3671c inh, Anthrax LF inh2, Y pestis TopoI, TcdB inh, PfHsp40 yeast, BH1578 lux ind, MazEF act, SARS 3CLpro inh, DUSP3 inh
- COC(=O)c1ccc(NC(=O)C(=O)N2CCN(C(=S)Nc3ccccc3OC)CC2)cc1
→ -14, 10, 1, -6, x, -0.4, -0.2, 2, 0, -4
- CC1CCN(c2c(NCC3CCC(C(=O)NCCc4ccccc4)CC3)c(=O)c2=O)CC1 (stereo unspecified)
→ -9, -4, -8, 3, 1.7, 0.5, -0.1, -3, -6, 0
- CN1C(=S)SC(/[N+]([O-])=C\c2cccs2)C1(C)C (stereo unspecified)
→ -4, -4, 1, 3, x, 3.5, -1.3, 0, -4, 21
- CCn1c(CN2CCN(c3cccc(C)c3C)CC2)n[nH]c1=S
→ 3, 1, -1, 4, -0.5, 0.0, -0.4, -1, 2, 7

Of the compounds above, 9 contain a Cl atom:
Results follow in this order: SSB-PriA inh, Rv3671c inh, Anthrax LF inh2, Y pestis TopoI, TcdB inh, PfHsp40 yeast, BH1578 lux ind, MazEF act, SARS 3CLpro inh, DUSP3 inh
- Cc1nc2ccccc2c(=O)n1Nc1cccc(Cl)c1
→ -2, 1, 0, -8, x, -0.3, i, -2, 3, 4
- CN(C)C1(CNC(=O)C2CCC(=O)N(Cc3ccc(Cl)cc3)C2)CCCCC1 (stereo unspecified)
→ 6, -15, x, -6, -0.7, -1.2, -0.2, 4, 6, 18
- CC(=O)Nc1ccc(NC(=O)C(C)OC(=O)CCCOc2ccc(Cl)cc2C)cc1 (stereo unspecified)
→ -23, -5, x, 5, 1.6, -0.4, i, 4, x, x
- O=[N+]([O-])C(=C1Nc2ccccc2N1)C(Cl)=C(Cl)Cl
→ -5, -3, 1, 1, -1.9, -0.9, -0.4, -27, -3, 16
- O=C(Nc1cc(Cl)ccc1-n1cncn1)c1cn2ccccc2n1
→ 0, -2, -2, 1, 0.6, -2.4, -0.7, -12, x, x
- Cc1cc(OC(C)C(=O)Nc2cccnc2)ccc1Cl (stereo unspecified)
→ -1, -2, 0, 7, -0.6, -1.2, i, 10, -2, 4
- Cc1cc(NC(=O)COC(=O)C(Nc2ccc(C(F)(F)F)cc2Cl)C(C)C)no1 (stereo unspecified)
→ -21, -25, -1, 13, x, -0.5, -4.3, -1, 14*, -10
- CCSc1ncc(Cl)c(C(=O)Nc2ccccc2)n1
→ -3, -7, -3, 6, x, 1.0, -0.2, -5, -5, -9
- CN(C)S(=O)(=O)c1ccc(Nc2nc(C3CC3)nc3c2nnn3Cc2ccccc2Cl)cc1
→ -8, -20, 0, 21, x, -1.1, -0.2, -10, 4, 38

Source: PubChem (several laboratories)
